# Screening data: PubChem BioAssay, several laboratories
# CR mimetic SO = caloric restriction mimetics inhibiting age-related superoxide in yeast | S. cerevisiae aged cells, superoxide DHE fluorescence; active compounds read low | superoxide response (% of plate mean), % at 10 µM | 0.18% of 330,000 active | AID 2690;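 active means superoxide response under a set limit, about three screen SD below normal, cut at about 65% in these data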;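 further: yeast aged for seven days with compound at 30 °C before DHE staining; 100% = average MFI of all compound-treated wells on the plate with controls excluded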
# MEP2-GFP yeast = modulators of TOR pathway MEP2-GFP in S. cerevisiae. S. cerevisiae MEP2-GFP strain, flow cytometry GFP, 3 h; 100% = DMSO control level. GFP response vs DMSO, % at 10 µM. 0.51% of 330,000 active. AID 2016;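 active means GFP response versus DMSO above a set limit, roughly screen mean plus 3 SD, cut at about 180% in these data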;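 further: median GFP fluorescence of the barcode-gated MEP2-GFP cells per well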
# RPL19A TOR yeast = yeast TOR pathway RPL19A-GFP modulation | percent response vs DMSO, % at 10 µM | S. cerevisiae RPL19A-GFP strain, flow cytometry, 3 h; active compounds read low | 0.3% of 330,000 active | AID 2025;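 active means percent response vs DMSO below 50%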;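 further: median channel GFP fluorescence of the barcoded RPL19A-GFP strain; ratio of sample median GFP to plate DMSO average so 100% = DMSO; lower means less RPL19A-GFP as with rapamycin TOR inhibition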
# procasp3 activ = activates human procaspase-3 | P42574 | recombinant procaspase-3 D3A, Ac-DEVD-pNA absorbance 405 nm | activation, % at 8.5 µM | 0.11% of 330,000 active | AID 463141;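 active means activation above the mean of all tested compounds plus 3 SD, cut at about 21% in these data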;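 further: 0% = DMSO alone and 100% = DMSO wells spiked with extra 5 µM PC-3 D3A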
# Target sequence (P42574 whole entry D9A/D28A/D175A): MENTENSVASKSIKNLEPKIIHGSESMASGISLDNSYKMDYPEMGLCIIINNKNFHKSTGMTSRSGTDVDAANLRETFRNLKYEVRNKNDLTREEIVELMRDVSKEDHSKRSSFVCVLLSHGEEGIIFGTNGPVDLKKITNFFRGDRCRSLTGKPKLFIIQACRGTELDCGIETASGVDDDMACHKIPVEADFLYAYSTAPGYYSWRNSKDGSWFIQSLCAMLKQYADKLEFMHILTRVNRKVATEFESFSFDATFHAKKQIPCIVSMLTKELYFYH
#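 assay system = Procaspase-3 D3A mutant | signal = absorbance at 405 nm, 0 and 120 min | times = 1 h preincubation plus 2 h reaction at 25 °C | repeats = single replicate | read-out = % activation between DMSO and enzyme-spiked controls | medium = Zinc-free HEPES saline buffer with Triton X-100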
# AHR act = activators of human aryl hydrocarbon receptor; P35869; AHR-responsive luciferase reporter cells, luminescence; activation, % at 5 µM; 2.5% of 320,000 active; AID 2796; in the data active means activation above about 47%;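 further: 0% = vehicle wells and 100% = reference agonist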
# proCasp7 act = counter-screen for procaspase-3 activators: activators of human procaspase-7. AID 463210. recombinant procaspase-7, Ac-DEVD-pNA absorbance 405 nm; D23A/D198A/D206A triple mutant, cannot self-cleave; scale: DMSO 0, 5 µM enzyme 100. 0.093% of 330,000 active. activation, % at 8.5 µM. P55210;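 active means percent activation above the screen-wide mean plus 3 SD, cut at about 25% in these data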
# Target sequence (P55210 whole entry D23A/D198A/D206A): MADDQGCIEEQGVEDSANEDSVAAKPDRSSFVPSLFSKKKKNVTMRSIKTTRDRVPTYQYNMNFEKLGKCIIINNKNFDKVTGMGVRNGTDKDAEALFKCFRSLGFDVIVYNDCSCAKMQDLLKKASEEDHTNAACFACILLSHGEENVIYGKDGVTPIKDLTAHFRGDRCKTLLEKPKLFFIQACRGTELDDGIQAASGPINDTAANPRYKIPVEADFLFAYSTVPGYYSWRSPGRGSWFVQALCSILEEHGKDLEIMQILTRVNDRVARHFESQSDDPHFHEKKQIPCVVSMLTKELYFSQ
#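 buffer or medium = Zinc-free HEPES/NaCl buffer, pH 7.4 | material = Procaspase-7 triple mutant (PC-7 D3A) | input = 2 µM procaspase-7 mutant as dispensed | signal = Epi-absorbance of released pNA at 405 nm, two timepoints | timing = 1 h preincubation, 2 h reaction | replicates = singlicate compound testing | evaluation = % activation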
# LAP4-GFP MLPCN = alters LAP4-GFP fluorescence in TOR pathway yeast screen | S. cerevisiae LAP4-GFP multiplex, flow cytometry GFP, 3 h; median GFP as percent of DMSO wells | AID 2023 | GFP response vs DMSO, % at 10 µM | 0.34% of 320,000 active;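 active means GFP response vs DMSO above a set limit, about the screen mean plus 3 SD, cut at about 150% in these data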
# GASC-1 inh = blocks human GASC-1 demethylase activity. Q9H3R0. GST-JMJD2C(1-420) H3K9me3 demethylation, DELFIA europium. inhibition, % at 2.35 µM. 0.069% of 330,000 active;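 active means more than half of a compound's replicate wells show inhibition beyond 50%, single wells judged on their own value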;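 further: signal counts dimethyl H3K9 product captured on neutravidin plate; 0% = median of DMSO wells and 100% = 0.3 times that DMSO median; strong numbers were not always called active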
# Target sequence (Q9H3R0 1-420 limits assumed): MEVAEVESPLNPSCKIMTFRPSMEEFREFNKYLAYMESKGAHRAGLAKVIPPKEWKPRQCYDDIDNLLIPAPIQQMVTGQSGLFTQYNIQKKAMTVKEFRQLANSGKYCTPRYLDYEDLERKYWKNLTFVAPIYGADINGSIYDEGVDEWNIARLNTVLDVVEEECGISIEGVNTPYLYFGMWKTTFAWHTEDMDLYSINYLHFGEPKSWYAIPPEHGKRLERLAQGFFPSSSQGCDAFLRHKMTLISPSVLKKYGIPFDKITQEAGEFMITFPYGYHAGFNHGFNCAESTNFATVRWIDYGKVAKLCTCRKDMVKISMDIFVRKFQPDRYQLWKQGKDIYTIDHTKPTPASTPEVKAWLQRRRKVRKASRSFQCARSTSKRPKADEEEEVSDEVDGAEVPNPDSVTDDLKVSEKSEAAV
# * hit, by the source's call; i = inactive; . = not tested or not shown; & = joins results of further samples; [ ] = dose if it differs, or a comment.
SMILES,CR mimetic SO,MEP2-GFP yeast,RPL19A TOR yeast,procasp3 activ,AHR act,proCasp7 act,LAP4-GFP MLPCN,GASC-1 inh
COc1ccc(C(=O)NCCc2cn3ccc(C)cc3n2)cc1,77.7,107.9,98.2,-7.6,0.8,-6.0,115.4,-7.4
Cc1cc(C)nc(SCc2nnc(SCC(=O)Nc3ncc(C)s3)n2Cc2ccco2)n1,109.8,98.5,98.7,3.0,16.8,16.6,97.6,i
O=C(c1cccs1)c1no[n+]([O-])c1C(=O)c1cccs1,102.1,97.8,96.4,12.3,4.2,6.0,125.8,2.5
Cc1ccc(OCC(O)CN2CCc3ccccc3C2)c(C)c1 (centres undefined),83.5,96.0,96.0,1.1,0.2,11.9,99.2,34.2
COc1ccccc1N1CCN(C2CCCN(Cc3cccc(O)c3)C2)CC1 (centres undefined),115.4,106.1,106.2,1.6,0.1,-1.5,89.1,0.0
C[C@H](NC(=O)N1CCn2c1nc1ccccc12)C(=O)NCc1ccc(F)cc1,84.2,95.3,96.0,8.4,1.3,-1.0,90.8,26.4
COc1ccc(OC)c(-c2c(=O)n(OCc3ccccc3Br)c3ccccc3[n+]2[O-])c1,93.6,99.9,104.3,-3.4,11.3,3.7,92.1,-3.4
Cc1ccc(C)c(NC(=O)C2CCCN2C(=O)OC(C)(C)C)c1 (centres undefined),95.4,96.4,98.3,12.0,2.5,7.7,91.3,-41.8
Cc1cc(C)nc(SC2CCOC2=O)n1 (centres undefined),110.5,107.7,102.1,7.4,1.4,4.2,99.7,8.4
COc1ccc(S(=O)(=O)Nc2cccnc2)c(C)c1C,105.0,105.8,106.2,4.5,1.8,-2.6,105.4,-1.9
O=C(COC(=O)CNC(=O)c1ccccc1)Nc1ccc(S(=O)(=O)N2CCCC2)cc1,102.7,100.9,100.6,2.6,-0.5,-5.5,99.0,2.9
Cc1cccc(C)c1OCc1nc2ccccc2c(=O)n1/N=C/c1ccc(OCC(=O)O)cc1,105.2,97.1,96.5,-2.3,5.8,10.2,90.6,0.0
O=c1cc(-c2c(O)c3ccccc3n(Cc3ccccc3)c2=O)[nH][nH]1,71.6,94.7,92.9,0.5,1.0,-3.3,94.4,1.3
Cc1ccccc1-n1ncc(C(C)NC(=O)c2ccccc2)c1C (centres undefined),86.2,105.0,98.0,-2.5,3.8,13.8,99.1,31.4
COc1ccc(CNc2nc(-c3cccnc3)nn2C(=O)c2ccco2)cc1,71.5,280.3*[may fluoresce violet],.,2.6,12.9,3.8,101.4[may fluoresce violet],-1.0
COc1ccc(C(=O)Nc2cccc(NC(=O)c3ccc(OC)c(OC)c3)n2)cc1OC,111.7,106.5,106.4,2.6,14.4,-0.2,93.2,2.0
COCCOC(=O)C1=C(C)NC(C)=C(C(=O)OCCOC)C1/C=C/c1ccccc1OC,87.4,100.8,102.3,-13.7,24.9,4.1,122.6,-0.2
O=C(COC(=O)/C=C/c1ccccc1[N+](=O)[O-])Nc1ccc(S(=O)(=O)N2CCOCC2)cc1,107.9,107.0,102.8,1.9,9.2,5.8,95.5,2.0
Cc1cc(S(=O)(=O)n2[nH]c(=O)c(CCO)c2C)c(Cl)cc1Cl,97.1,87.5,89.5,-0.3,-0.6,-15.8,69.2,3.6
O=C(COc1ncnc2ccccc12)NC1CCS(=O)(=O)C1 (centres undefined),85.8,102.9,98.2,8.2,-2.7,6.6,97.2,4.8
Cc1nc(SCC(=O)NCC2CCCO2)c2cc(-c3ccccc3)sc2n1 (centres undefined),96.1,99.3,98.0,-9.7,-3.5,16.3,117.7,3.2
COc1ccc2cc(C(c3nnnn3C3CCCCC3)N3CCCCCC3)c3nnnn3c2c1 (centres undefined),95.1,103.0,100.9,-1.7,0.4,4.3,92.9,-8.7
O=C(CNC(=O)c1ccc(N2C(=O)c3ccccc3C2=O)cc1)OCC(=O)c1cccc2ccccc12,87.4,99.6,101.0,6.8,-0.1,-6.0,79.4,-7.6
O=C(C(c1ccccc1)N1CCOCC1)N1CCOCC1 (centres undefined),89.9,98.0,99.8,-2.5,-0.2,-0.1,100.4,-6.8

# 5 entries out of the list, ordered by formula weight, lowest first:
SMILES,CR mimetic SO,MEP2-GFP yeast,RPL19A TOR yeast,procasp3 activ,AHR act,proCasp7 act,LAP4-GFP MLPCN,GASC-1 inh
O=C(c1cccs1)c1no[n+]([O-])c1C(=O)c1cccs1,102.1,97.8,96.4,12.3,4.2,6.0,125.8,2.5
Cc1ccc(C)c(NC(=O)C2CCCN2C(=O)OC(C)(C)C)c1 (centres undefined),95.4,96.4,98.3,12.0,2.5,7.7,91.3,-41.8
COc1ccc(CNc2nc(-c3cccnc3)nn2C(=O)c2ccco2)cc1,71.5,280.3*[may fluoresce violet],.,2.6,12.9,3.8,101.4[may fluoresce violet],-1.0
Cc1nc(SCC(=O)NCC2CCCO2)c2cc(-c3ccccc3)sc2n1 (centres undefined),96.1,99.3,98.0,-9.7,-3.5,16.3,117.7,3.2
COc1ccc2cc(C(c3nnnn3C3CCCCC3)N3CCCCCC3)c3nnnn3c2c1 (centres undefined),95.1,103.0,100.9,-1.7,0.4,4.3,92.9,-8.7

# The listing continues:
SMILES,CR mimetic SO,MEP2-GFP yeast,RPL19A TOR yeast,procasp3 activ,AHR act,proCasp7 act,LAP4-GFP MLPCN,GASC-1 inh
Cc1ccc(SC(CC(=O)c2ccc(C(C)(C)C)cc2)C(=O)O)cc1 (centres undefined),111.2,99.1,88.1,-21.2,-1.2,-18.8,170.2*,15.5
COc1ccc(C(=O)NCc2ccc3c(c2)cc(C)n3C)cc1OC,95.9,100.8,97.5,-3.9,-0.3,1.9,90.5,-5.2
Cc1ccc(NC(=O)c2cc(S(=O)(=O)N3CCOCC3)cs2)cc1,104.8,91.8,108.1,9.0,28.7,5.5,94.1,9.3
CC(C)NC(=O)c1cc2c(=O)n3ccccc3nc2s1,94.8,102.4,98.5,-1.9,1.4,2.3,104.7,-7.0
O=C(Oc1ccc(-c2cnc3ccccc3n2)cc1)c1ccco1,100.9,101.6,100.8,2.2,-0.9,-10.6,105.4,-20.5
N#Cc1ccccc1-c1ccccc1C(=O)N1CCCCC1,104.2,108.8,102.4,2.0,-2.7,15.6,98.1,9.9
CSc1cccc(NC(=O)CCCOc2ccc(Cl)cc2C)c1,98.8,93.2,95.3,1.6,0.5,2.8,91.3,9.5
O=S(=O)(c1cccc2nsnc12)N1CCN(c2ccc(F)cc2)CC1,106.3,100.2,95.7,-8.4,1.6,3.6,124.0,-0.5
CC1CCN(c2ccc3c(c2)S(=O)(=O)c2cccc(C(=O)O)c2C3=O)CC1,105.2,86.7,93.8,-6.3,0.9,10.6,81.4,7.3
Cc1ccc([N+](=O)[O-])cc1Nc1nc(N2CCCC2)nc(N2CCCC2)n1,103.2,104.5,101.5,-4.8,24.1,2.9,95.3,-13.9
CCOc1ccccc1-n1c(N)c(C(N)=O)sc1=S,106.5,106.6,104.0,-4.5,-3.0,-17.1,109.4,11.7
C=C(C)CN1CCN(c2c(CCC#N)c(C)c(C#N)c3nc4ccccc4n23)CC1,97.5,96.6,100.3,-6.5,1.9,7.2,102.7,13.9
COc1cc(Br)cc(-c2nc3c(c(=O)[nH]c(=O)n3Cc3ccccc3)n2C)c1O,105.6,93.8,94.5,-1.1,6.1,-0.6,91.7,-8.3&2.6
O=C(N/N=C/c1ccccc1[N+](=O)[O-])c1cccs1,93.7,96.7,98.0,-6.7,26.9,-0.2,102.0,i
COC(=O)c1c(N)sc2c1CCN(c1ncc(C(F)(F)F)cc1Cl)C2,99.8,104.7,97.1,-8.5,27.1,-12.6,105.8,14.8
CS(=O)(=O)CCC(C(=O)OCc1ccc(Cl)cc1)N1C(=O)c2ccccc2C1=O (centres undefined),112.9,103.8,104.5,-5.2,8.8,5.5,98.1,-9.3
COC(=O)c1ccc(CC(=O)c2c(C)cc(O)cc2O)o1,124.5,112.7,103.6,-12.2,2.7,-18.4,106.1,-19.2
O=C(Nc1nnc(S(=O)(=O)N2CCOCC2)s1)c1ccccc1,149.9,94.7,92.2,3.6,7.2,-3.8,93.0,10.1
COc1cc(C(=O)OCCc2cc3ccccc3c(=O)o2)cc(OC)c1OC,102.9,88.7,93.3,-1.9,-0.1,-2.3,96.8,3.1
Cc1ccc(NC(=S)Nc2nc(CC(=O)Nc3ccccc3)cs2)cc1,98.3,90.7,95.9,-2.5,-2.4,-15.5,92.3,-5.7
Cc1ccc(COc2coc(CO)cc2=O)cc1,102.5,100.7,98.0,-1.0,2.9,10.6,106.7,-9.3
O=C(NCc1ccc(F)cc1)c1noc2c1CCCC2,130.1,109.9,100.5,-5.5,-4.9,-20.6,116.1,-5.6
CC(C)(C)NC(=O)NCc1cccnc1,124.4,99.9,101.9,12.9,2.3,5.0,112.1,-18.5
O=C(c1noc2c1CCc1ccccc1-2)N1CCOCC1,100.6,101.0,99.9,0.8,-0.2,0.3,107.7,21.7
Cn1c(SCC(=O)c2ccc(F)cc2)nnc1-c1ccccc1N,95.3,100.1,105.7,0.8,7.1,3.5,95.1,44.5
CCOC(=O)c1cc2sc(C)cc2n1C(C)C(=O)OCC (centres undefined),107.7,105.2,97.7,-0.7,-0.7,8.3,95.8,4.4
CC(=O)Nc1ccc2c(c1)nc(CCN1CCC(C)CC1)n2C,102.3,100.9,97.3,10.7,0.7,-0.3,108.2,-3.7
COc1ccc(NC(=O)CCC(=O)Nc2cc(OC)c(NC(=O)c3ccco3)cc2OC)c(OC)c1,95.0,105.5,105.9,1.2,0.4,4.3,98.1,-20.2
C[N+]12CCCCC1[C@@H](CO)CCC2 (some centres undefined),101.4,100.0,99.2,3.4,2.7,1.4,102.0,3.7
C/C(Cn1nnc2ccccc21)=N\NC(=O)c1cccc(Br)c1,91.2,97.0,97.1,2.4,7.9,-10.8,81.4,-22.2
Cc1nc2nc(COc3ccccc3)[nH]n2c(=O)c1Cc1ccccc1,110.6,98.0,100.0,5.7,0.8,10.6,101.9,0.7
CC1=CC(C)(C)NC(=O)N1c1ccc(C)cc1,98.5,93.9,94.9,0.3,-2.0,0.6,100.8,-33.7
CCOc1cc(/C=C(/NC(C)=O)C(=O)O)cc(Cl)c1OCc1ccc(Br)cc1,106.6,98.8,98.8,5.0,-1.1,8.1,106.0,5.8
CC(C)c1ccc(C(O)c2nc3ccccc3n2C)cc1 (centres undefined),93.4,93.5,104.2,-5.9,36.5,0.1,84.0,-16.3
COc1ccc2nc(COC(=O)c3ccco3)c(C(C)=O)[n+]([O-])c2c1,99.2,105.0,99.8,-17.0,3.5,-21.6,103.0,2.3
Cc1c(S(=O)(=O)N2CCN(c3ccccc3)CC2)c(=O)n(C)c(=O)n1C,97.3,102.9,102.0,-0.1,-2.7,11.4,113.9,4.7
CN(CCOc1ccccc1)CC(=O)Nc1cccc(Br)c1,101.1,98.5,98.6,9.1,-0.6,-5.6,106.8,-3.5
COC(=O)C1CN(C(=O)COc2cc(C)c(Cl)c(C)c2)c2ccccc2O1 (centres undefined),84.2,106.2,104.0,6.2,16.8,-4.0,97.3,-3.5
